Screening results as filed in PubChem BioAssay.
Growth percent in the NCI-60 one-dose screen (48 h, 10 µM unless noted): 100 = growth as untreated, 0 = no growth, -100 = all killed.
SR: SR leukemia cells; 73,000 tested, 8.7% active; AID 1794780
MDA-MB-468: MDA-MB-468 breast cancer | AID 2202374 | 78,000 tested, 8.5% active
MCF7: MCF7 breast cancer. AID 1794796. 82,000 tested, 6.3% active
HS 578T: HS 578T breast cancer. 78,000 tested, 4.1% active
T-47D: T-47D breast cancer | AID 1794792 | 79,000 tested, 5% active
BT-549: BT-549 breast cancer; 78,000 tested, 4.4% active; AID 1794793
K-562: K-562 leukemia. 78,000 tested, 7.4% active. AID 1794777
MDA-MB-231: MDA-MB-231 breast cancer. 81,000 tested, 5% active. AID 1794789
* marks the source's active call; other numbers are inactive results; . = not tested or not shown; & = joins results of further samples. How the source made its calls: active means growth percent below 10; inactive means the rest.

SMILES	SR	MDA-MB-468	MCF7	HS 578T	T-47D	BT-549	K-562	MDA-MB-231
Cc1cccc(NC(=O)C2=NCCCCN2)c1	107	109	97	108	104	118	115	103
CN1CCN(c2ccc(C(=O)/C=C/c3ccc(Br)cc3)cc2)CC1	.	-1.5*	6.7*	90	15	.	.	17
COc1ccc(C2=NN(C(C)=O)C(c3ccc(Oc4nc5c(c(=O)n(C)c(=O)n5C)n4C)c(OC)c3)C2)cc1 (configuration not stated)	91	90	81	91	95	99	120	92
CCOC(=O)N1CCN(c2oc(-c3ccc(Cl)cc3)nc2C#N)CC1	104	98	94	98	88	100	103	94
O=c1[nH]c2ccccc2cc1CSc1ccc(Nc2nccc(-c3ccc(Cl)cc3)n2)cc1	59	-68*	-5.8*	-22*	-10*	-5.0*	36	-56*
COc1cc(/C=C/c2cc(/C=C/c3ccc(O)c(OC)c3)n(C(=O)Nc3ccc(F)c(Cl)c3)n2)ccc1O	1.4*	-28*	2.1*	-13*	2.3*	-24*	-3.9*	12
C=CCNC(=S)NNc1cc(=O)[nH]c2ccc(Br)cc12	101	97	93	99	84	95	98	98
O=C1N2CN(CC3CC3)CN3C(=S)N4CN(CC5CC5)CN1C4C23 (configuration not stated)	89	93	95	83	94	99	96	95
COc1cc(CC(C(=O)OC(C)(C)C)C(=O)OC(C)(C)C)cc(OC)c1OC	95	96	96	109	89	114	90	98
O=[N+]([O-])c1ccc(S(=O)(=O)OCCCCOS(=O)(=O)c2ccc([N+](=O)[O-])cc2)cc1	100	92	96	105	100	106	95	106
CCCCNc1nnc(C(=O)c2c[nH]c3ccccc23)o1	106	103	91	98	63	108	104	93
CC1=CC(C)=Nc2ccc(Cl)cc2N1	91	109	101	104	102	108	90	110
COc1ccc(C(=O)Cn2cnc3c(Nc4cc(C(=O)Nc5ccc(CCN6CCN(c7ccccc7)CC6)cc5)ccc4C)ncnc32)cc1	77	82	84	92	70	90	.	94
NS(=O)(=O)c1ccc(NCCC(=O)c2ccccc2)cc1	121	108	100	100	106	107	102	108
C(=N/N=C/c1cccnc1)/c1cccnc1	100	116	98	104	94	105	95	104
Cc1ccc(-c2nc(C#N)co2)cc1	101	93	88	105	90	94	99	103
COC(=O)CCN(C(=O)OC)c1ccccc1	98	109	103	.	127	103	91	99
COC(=O)c1ccc2c(=O)[nH]c(CSc3nc4ccccc4c(=O)n3C)nc2c1	79	.	108	123	72	100	88	105
Cn1cc(-c2cc3ncnc(Nc4ccc(CC(=O)Nc5cc(C(C)(C)C)on5)cc4)c3s2)cn1	11	32	41	16	31	52	11	34
O=C(Cc1csc2ccccc12)NCC1CC1	.	96	103	113	101	95	98	96

Laid out differently: results already given.
Results follow in this order: SR	MDA-MB-468	MCF7	HS 578T	T-47D	BT-549	K-562	MDA-MB-231
> C(=N/N=C/c1cccnc1)/c1cccnc1
  100	116	98	104	94	105	95	104
> COC(=O)c1ccc2c(=O)[nH]c(CSc3nc4ccccc4c(=O)n3C)nc2c1
  79	.	108	123	72	100	88	105

Continuation.
SMILES	SR	MDA-MB-468	MCF7	HS 578T	T-47D	BT-549	K-562	MDA-MB-231
Fc1cc(-c2nnc(Nc3ccccc3Cl)o2)cc(F)c1F	.	76	43	111	81	117	68	92
CC[C@@]1(OC(=O)CN(C)C)C(=O)OCc2c1cc1n(c2=O)Cc2cc3c(N)cccc3nc2-1	-3.1*	-66*	-1.3*	62	13	-12*	9.1*	28
CCCCCNc1ncnc2[nH]ncc12	.	98	90	103	97	93	107	104
COc1ccc(OC)c(NC(=O)Oc2ccc(C#N)cc2)c1	.	46	58	96	.	97	109	.
Cn1c(I)c(C#CCO[Si](C)(C)C(C)(C)C)c(=O)[nH]c1=O	-11*	.	88	106	62	97	2.5*	92
COc1ccc2c(c1)C(=O)/C(=C/c1ncc([N+](=O)[O-])n1C)O2	9.3*	-12*	5.2*	-9.9*	92	-19*	1.5*	-18*
Cn1cc(-c2csc(-c3c[nH]c4ncccc34)n2)c2ccccc21	53	28	47	94	20	89	32	56
O=C(Nc1ccc(Cl)cc1)N1CCN(c2ccc3nncn3n2)CC1	-41*	-78*	-53*	-41*	-55*	43	-61*	-56*
COC(=O)c1ccccc1N(C)C	78	107	97	105	93	103	81	112
COC(=O)COc1ccc(/C=N/NC(=O)Cn2c(C(C)C)nc3ccccc32)cc1OC	107	104	91	109	99	101	88	101

Sorted by heavy-atom count (largest number first): part of the list above
SMILES	SR	MDA-MB-468	MCF7	HS 578T	T-47D	BT-549	K-562	MDA-MB-231
Cn1cc(-c2cc3ncnc(Nc4ccc(CC(=O)Nc5cc(C(C)(C)C)on5)cc4)c3s2)cn1	11	32	41	16	31	52	11	34
CC[C@@]1(OC(=O)CN(C)C)C(=O)OCc2c1cc1n(c2=O)Cc2cc3c(N)cccc3nc2-1	-3.1*	-66*	-1.3*	62	13	-12*	9.1*	28
COC(=O)COc1ccc(/C=N/NC(=O)Cn2c(C(C)C)nc3ccccc32)cc1OC	107	104	91	109	99	101	88	101
COC(=O)c1ccc2c(=O)[nH]c(CSc3nc4ccccc4c(=O)n3C)nc2c1	79	.	108	123	72	100	88	105
O=C(Nc1ccc(Cl)cc1)N1CCN(c2ccc3nncn3n2)CC1	-41*	-78*	-53*	-41*	-55*	43	-61*	-56*
Cn1cc(-c2csc(-c3c[nH]c4ncccc34)n2)c2ccccc21	53	28	47	94	20	89	32	56
Fc1cc(-c2nnc(Nc3ccccc3Cl)o2)cc(F)c1F	.	76	43	111	81	117	68	92
Cn1c(I)c(C#CCO[Si](C)(C)C(C)(C)C)c(=O)[nH]c1=O	-11*	.	88	106	62	97	2.5*	92
COC(=O)CCN(C(=O)OC)c1ccccc1	98	109	103	.	127	103	91	99
CCCCCNc1ncnc2[nH]ncc12	.	98	90	103	97	93	107	104
Cc1ccc(-c2nc(C#N)co2)cc1	101	93	88	105	90	94	99	103
COC(=O)c1ccccc1N(C)C	78	107	97	105	93	103	81	112

Continued.
SMILES	SR	MDA-MB-468	MCF7	HS 578T	T-47D	BT-549	K-562	MDA-MB-231
C#CCNC(=O)c1cc(C(=O)c2ccccc2)n2ccc(C)cc12	83	105	94	87	76	104	99	86
O=C(N/N=C\c1cc(Cl)ccc1[N+](=O)[O-])c1ccco1	123	58	57	100	84	101	102	95
O=[N+]([O-])c1ccccc1N=P(c1ccccc1)(c1ccccc1)c1ccccc1	90	106	94	92	93	110	92	108
CN1CCN(CC#CCOC(=O)CNC(=O)[C@]23CCC(C)(C)C[C@H]2C2=CC[C@@H]4[C@@]5(C)CC[C@H](O)C(C)(C)[C@@H]5CC[C@@]4(C)[C@]2(C)CC3)CC1	8.0*	97	72	96	75	89	70	95
C=C(C)[C@@H]1CC[C@]2(C#N)CC[C@]3(C)[C@H](CC[C@@H]4[C@@](C)(CCC#N)[C@H](C(=C)C)CC[C@]43C)[C@@H]12	79	92	87	105	80	108	.	93
O=C(Nc1ccccc1)Nc1nc2ccc([N+](=O)[O-])cc2[nH]1	70	22	54	76	15	78	43	75
O=S(=O)(O)c1cccc2c1oc1ccccc12	.	107	102	103	99	103	97	102
CCCNC(=O)Oc1ccc(/C(=C(/C)Cc2ccc(OC)cc2)c2ccc(OCCN3CCOCC3)cc2)cc1	84	89	66	97	65	101	87	93
C[C@@H](C[C@H](CCO)c1ccccc1)c1ccc2ccccc2c1	-41*	-54*	-63*	-9.3*	-58*	-86*	-35*	-74*
CCCCS(=O)(=O)OCC1CCC(=O)N1 (configuration not stated)	106	101	95	101	100	115	107	106
Cc1ccc(/C=C(\C#N)n2nc3cc(F)c(F)cc3n2)cc1	.	104	83	87	.	96	105	109
O=C1CSC(c2ccc(O)cc2)N1c1nnc(Cn2cnnc2)o1 (configuration not stated)	3.2*	48	84	65	92	56	45	95
CCOC(=O)C(CCC(OCC)OCC)C(C)=O (configuration not stated)	108	96	100	98	99	97	108	105
O=C(O)c1cn(C2CC2)c2cc(N3CCN(Cc4ccc5ccccc5c4O)CC3)c(F)cc2c1=O	6.6*	39	17	-1.9*	31	-59*	62	48
COc1cc(-c2ccc3ncnc(N4CCc5ccc(Cl)cc54)c3c2)cnc1Cl	12	-17*	3.6*	23	8.8*	5.9*	23	31
CCNC(=O)Oc1ccc(/C(=C(/C)Cc2ccc(OC)cc2)c2ccc(OCCN(C)C)cc2)cc1	43	72	37	70	54	92	37	81
COc1ccc(OC)c(-c2nc3cc4nc5ccccc5[nH]c4cc3n2)c1	107	99	72	100	94	101	104	78
COc1cc(-c2nc(SCCC(C)C)nc(N3CCNCC3)c2C#N)cc(OC)c1OC	112	107	96	110	110	111	119	106
O=[N+]([O-])c1ccccc1N/N=C/c1ccccc1	107	52	45	92	73	98	104	89
O=c1[nH]c(=S)[nH]c2sc3c(c12)CCC1(C3)OCCO1	109	101	103	88	103	89	113	110
CC(C)C(C(=O)O)n1c(O)c(/C=C2/C=c3cc4c(cc3=NC2=O)OCO4)sc1=S (configuration not stated)	91	101	90	100	103	111	109	99
CN(C)c1ccc(/C=C(\C#N)c2ccc([N+](=O)[O-])cc2)c(Cl)c1	58	95	81	93	93	101	78	99
COc1ccc(-c2c(C#N)c(-c3cccs3)nc3c2c(-c2ccccc2)nn3-c2ccccc2)cc1	105	94	87	78	85	99	109	88
C=C(C)[C@@H]1CCC=C2CC[C@]3(C)[C@H](CC[C@@H]4[C@@]5(C)CC=CC(C)(C)[C@@H]5CC[C@]43C)[C@H]21	82	113	100	108	93	100	.	114
CC(=O)c1c(C)nc(-c2cc(C)cc(Cl)c2)nc1-c1cccc(Oc2ccccc2)c1	10	61	43	60	72	64	20	55
COc1ccc(OC)c(-c2nc3ccc(C(=O)NN4C(=O)c5ccccc5C4=O)cc3[nH]2)c1	91	108	86	105	108	113	95	93
O=C1S/C(=C\c2ccco2)C(=O)N1Cc1cc2ccccc2nc1Cl	93	96	96	106	102	113	98	103
CC1=C(c2cc(-c3ccc(N(C)C)cc3)c(C#N)c(=O)[nH]2)C(c2ccccc2)NC(=S)N1 (configuration not stated)	102	114	95	112	99	102	101	103
Cc1nn(-c2ccccc2)c(N2CCOCC2)c1/C=N/NC(=O)Cn1c(=O)sc2ccccc21	101	99	98	107	98	110	100	111
Cc1cc(Nc2ccc3ccccc3c2)n2ncnc2n1	67	89	90	106	96	106	79	96
CCCCOc1ccc(C(=O)OCCN(C)C)cc1N	93	105	92	113	86	101	94	108
COc1cc(CCNc2cnc3cc(N)cc(N)c3n2)cc(OC)c1	.	.	97	132	140	113	35	97
CCN(CC)CCNc1ccc(OC)c2cccnc12	88	71	84	92	101	92	93	90
COc1cccc(/C=N/NC(=O)c2cnn3c2NC(c2ccccc2)C3)c1Oc1ccccc1 (configuration not stated)	43	47	48	93	80	66	36	91
Cc1ccc(S(=O)(=O)N2CCc3ccc(O)c4c3C2CCc2ccccc2-4)cc1 (configuration not stated)	77	106	103	106	94	.	94	95
COC(=O)c1ccccc1Cl	96	109	100	108	94	98	8.3*	111
CCOC(=O)C(Nc1ccccc1)C(=O)OCC	106	104	96	117	102	95	92	105
O=C(C[N+](=O)[O-])c1ccc(Cl)cc1	.	112	100	100	113	102	103	110
COC(=O)[C@H](C(C)C)n1c(=O)c2cc(OC)c(OC)cc2c2cnc3[nH]ccc3c21	.	36	26	13	15	21	.	48
CCN(CC)S(=O)(=O)c1ccc(NC(=O)C(Cl)Cl)cc1	101	88	91	92	93	92	93	114
COc1cccc(-c2cc(-c3cc4cc(Br)ccc4oc3=O)nc(N)n2)c1	68	104	72	82	98	93	.	88
O=C(c1nc2ccccc2[nH]1)C1C(c2ccc(Cl)cc2)C2CC3CCCC[C@H]3N2[C@@]12C(=O)Nc1cc(Cl)ccc12 (some centres not stated)	39	12	17	73	25	81	29	43
CC1(C(Cl)(Cl)Cl)C=CC(=NO)C=C1 (configuration not stated)	93	91	104	100	96	102	120	101
O=c1[nH]c(CN2CCN(c3ccccc3F)CC2)nc2sc3c(c12)CCC3	95	.	107	121	99	99	109	96
O=C(Nc1ccc(F)cc1)c1ccccc1	89	98	96	107	104	85	103	105
N#CC1OC(COC(=O)c2ccccc2)C(O)C1O (configuration not stated)	140	94	93	107	116	112	111	105
Cc1ccc(Nc2nc(N)nn2Cc2cccc(Br)c2)cc1	43	33	31	51	37	55	31	64
Cc1cc2c(cc1C)[n+](Cc1ccc3ccccc3c1)cn2Cc1ccc2ccccc2c1	-51*	-76*	-68*	.	-56*	-87*	-57*	-76*
Cc1[nH]c(C(=O)N2CCOc3ccc(S(=O)(=O)N4CCOCC4)cc32)c2c1C(=O)CCCC2	86	96	94	81	70	88	76	88
CSc1nc2c(=O)[nH]cnc2s1	.	115	94	106	104	103	108	119

Continuation:
SMILES	SR	MDA-MB-468	MCF7	HS 578T	T-47D	BT-549	K-562	MDA-MB-231
CCOC(=O)Nc1ccccc1	97	82	85	106	100	108	100	103
COc1cc(-c2csc(NC(=O)Nc3ccc(C(F)(F)F)cc3)n2)cc(OC)c1OC	-3.4*	-8.6*	0.5*	6.9*	-3.7*	-8.1*	7.2*	-14*
CCOC(=O)/C(C#N)=C/Nc1cc(C(=O)OCC)cc2c(OC)c(OC)ccc12	80	80	87	96	82	78	99	97
CC(C)C[C@H](C(=O)O)N1CC=CCN(OCc2ccccc2)S1(=O)=O	104	104	.	117	102	107	111	107
Cc1nc(-c2ccc(F)cc2)ccc1NC(=O)Nc1cccc(C(F)(F)F)c1	56	69	70	104	56	97	51	72
O=C1c2ccccc2C(=O)N1CO	100&95&127	114&102	102&94&100	114&107&110	99&99&101	103&105&93	101&99&119	103&103&110
O=C1NC(=O)C(=Cc2ccc3c(c2)Cc2ccccc2-3)C(=O)N1	.	106	99	109	114	105	.	102
CC1=C(C)C[C@]2(C(=O)O[C@H](C)[C@H]2C)[S@](=O)C1	103	109	105	104	102	97	104	114
COc1ccc(S(=O)(=O)NCCNc2cc(-c3cn(-c4ccccc4)nc3-c3cccc(OC)c3)ccn2)cc1	41	41	36	64	22	84	30	54
c1ccc(CN2CCc3c(sc4ncnc(N5CCOCC5)c34)C2)cc1	114	93	93	93	100	104	112	102
COc1ccc(C(=O)C[C@@]2(O)C(=O)Nc3c(Cl)ccc(Cl)c32)cc1	.	94	90	92	96	92	82	98
CCN(CCO)C(C(=O)O)c1ccccc1 (configuration not stated)	99	105	92	98	95	95	103	106
